From PubChem
SR-BI DiI inh = mouse SR-BI HDL lipid transfer inhibition. Q61009. ldlA[mSR-BI] CHO cells, DiI-HDL uptake fluorescence, 3 h. inhibition, % at 12.5 µM. 320,000 tested, 0.96% active. AID 488896;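 active = mean replicate inhibition of at least 70% and a set share of replicates each scoring 70 or more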;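 also: 0% = median of neutral control wells and 100% = median of positive control wells; values of inactives mirror those of a sister screen read the other way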
Target sequence (Q61009 whole entry, looked up): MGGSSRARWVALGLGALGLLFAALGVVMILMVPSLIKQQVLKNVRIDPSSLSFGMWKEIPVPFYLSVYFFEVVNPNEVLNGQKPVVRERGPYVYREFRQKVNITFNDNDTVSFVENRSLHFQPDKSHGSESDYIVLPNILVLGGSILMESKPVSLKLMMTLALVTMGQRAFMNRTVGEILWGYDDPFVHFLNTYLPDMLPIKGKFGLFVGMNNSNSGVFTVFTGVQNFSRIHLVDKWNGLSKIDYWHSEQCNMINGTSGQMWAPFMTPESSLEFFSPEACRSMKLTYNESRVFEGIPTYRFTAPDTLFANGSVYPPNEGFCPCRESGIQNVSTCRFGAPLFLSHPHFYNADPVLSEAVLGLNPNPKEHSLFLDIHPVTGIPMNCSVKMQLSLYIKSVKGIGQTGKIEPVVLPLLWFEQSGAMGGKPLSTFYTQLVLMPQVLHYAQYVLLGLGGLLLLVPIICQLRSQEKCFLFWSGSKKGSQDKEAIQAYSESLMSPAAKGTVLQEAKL
MITF TRPM1 HTS = MITF TRPM1 promoter activation in melanoma cells | SK-MEL-5 TRPM1-promoter luciferase, 24 h; % of positive control, neutral wells = 0 | activation, % at 12.5 µM | 300,000 tested, 0.75% active;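 active = mean activation of at least 80% with every replicate also reaching 80%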;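 also: 0% = neutral control wells and 100% = parthenolide positive control wells; values of inactives mirror those of a sister screen read the other way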
cardiac RTF act = increases calcium sensitivity of human cardiac regulated thin filaments; P19429+P45379; IANBD-labeled TnC RTF fluorescence at EC20 calcium; 0% EC20 calcium, 100% full calcium; activation, % at 7.2 µM; 340,000 tested, 0.24% active; AID 493008;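 active = activation above the mean over all tested compounds plus 3 SD, cut at about 30% in these data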;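 also: rise in fluorescence read as greater calcium sensitivity of cardiac thin filaments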
CDK5 inh = CDK5/p35 (human) kinase inhibition; Recombinant CDK5/p35, ADP-Glo luminescence, 60 min; AID 488839; inhibition, % at 10 µM; 330,000 tested, 0.01% active; Q00535+Q15078;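 active = highest replicate inhibition of at least 50% and at least 75% of replicates reaching 50%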;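 also: plate controls were DMSO neutral control for no effect and GW8510 at 10 µM for full effect; many of its hits are not listed in these tables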
dFosB activator = enhances mouse delta FosB homodimer DNA binding | P13346 | activation, % at 25 µM | purified delta FosB, TAMRA-CDK5 oligo fluorescence polarization; percent of positive-control signal above neutral wells | 340,000 tested, 0.99% active;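 active = mean activation above about 17%, with every replicate also reaching it, limit read from the data, passing the limit was not always enough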;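 also: fluorescence polarization rise as delta FosB binds a TAMRA Cdk5 AP-1 oligo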
Wnt act = activators of Wnt/beta-catenin signaling; Wnt/beta-catenin reporter cell assay, activator, plate reader; AID 743398; activation, % at 9.35 µM; 300,000 tested, 1.2% active; in the data active = activation above about 30%, passing the limit was not always enough;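 also: 0% = neutral control wells and 100% = positive control wells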
SR-BI uptake up = activators of SR-BI mediated HDL lipid uptake | 320,000 tested, 0.096% active | CHO ldlA[mSR-BI] cells, DiI-HDL uptake fluorescence, 3 h; 100 = double the neutral-control signal | activation, % at 12.5 µM;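 active = mean replicate activation of at least 60% and every replicate at or above 60%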;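 also: 0% = median plate neutral-control signal and 100% = twice that signal; values of inactives mirror those of a sister screen read the other way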
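Test system: SR-BI-overexpressing, LDLR-lacking CHO cells; Also added: labelled HDL, 10 µg/mL; Measured by: bottom-read cell fluorescence after medium removal, ex 550/em 595 nm; Timing: 3 h uptake period with compound, 37 °C; Buffer or medium: F12, 0.5% BSA, 25 mM HEPES; Doses: single compound concentration, delivered by pin transfer.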
HTR5A ag ctr = counter-screen for OPRM1-OPRD1 agonists: human HTR5A agonism; P47898; HTR5A agonist assay, luminescence, cell-based; activation, % at 9.3 µM; 340,000 tested, 0.61% active; in the data active = activation mostly above about 9.5%, no sharp cut-off; inactive = mostly below about 7.6%;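 also: 0% = cells with vehicle only and 100% = reference agonist; strong numbers were not always called active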
PvdQ acylase = blocks Pseudomonas aeruginosa PvdQ acylase activity. inhibition, % at 10 µM. purified PvdQ acylase, fluorescence plate reader. 340,000 tested, 0.063% active; in the data active = inhibition above about 30%, passing the limit was not always enough;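 also: 0% = vehicle neutral wells and 100% = reference inhibitor wells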
Rtt109 HAT inh = inhibitors of Candida albicans Rtt109/Vps75 histone acetyltransferase. AID 540336. purified Rtt109/Vps75, ThioGlo CoA-SH fluorescence, 4 h. inhibition, % at 34.9 µM. 330,000 tested, 0.16% active. Q5AAJ8;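 active = inhibition of at least 50% in every replicate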
Target sequence (Q5AAJ8 whole entry, looked up): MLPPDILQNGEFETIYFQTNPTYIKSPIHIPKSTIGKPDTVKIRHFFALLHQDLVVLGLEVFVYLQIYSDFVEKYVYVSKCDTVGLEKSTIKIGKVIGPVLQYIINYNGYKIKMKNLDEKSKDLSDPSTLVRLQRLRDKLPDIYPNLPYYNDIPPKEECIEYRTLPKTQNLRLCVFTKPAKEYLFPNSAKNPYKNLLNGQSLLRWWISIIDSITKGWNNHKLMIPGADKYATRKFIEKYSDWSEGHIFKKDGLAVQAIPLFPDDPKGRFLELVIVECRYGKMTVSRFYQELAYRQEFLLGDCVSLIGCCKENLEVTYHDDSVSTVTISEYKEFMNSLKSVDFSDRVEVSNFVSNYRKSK
* hit, by the source's call; nt = not tested or not shown.

SMILES	SR-BI DiI inh	MITF TRPM1 HTS	cardiac RTF act	CDK5 inh	dFosB activator	Wnt act	SR-BI uptake up	HTR5A ag ctr	PvdQ acylase	Rtt109 HAT inh
CCOc1ccc(S(=O)(=O)N(CC(=O)NCC(F)(F)F)Cc2ccco2)cc1	-11	2	-2	-3.5	-9	-1	11	0	-18	-2
COC(=O)c1sc2ccccc2c1N	-3	7	-3	-1.2	1	4	3	-3	-12	-14
CC(C(=O)N1CCOCC1)n1cc([N+](=O)[O-])cn1 (stereo unspecified)	10	8	-3	-0.3	1	-1	-10	-2	-7	6
O=C(O)CCC(=O)Nc1cccc(C(=O)c2ccccc2)c1	-2	2	-4	-0.3	-1	-2	2	-3	3	5
CCN(CC)c1ccc(/C=C/C(=O)C2C(=O)C=C(C)OC2=O)cc1 (stereo unspecified)	-15	53	128*	-0.4	11	12	15	4	12	4
C=C(C)Cn1c(CNC(C)=O)nc2ccccc21	-19	nt	4	-0.4	7	-1	12	-2	-17	7
COC(=O)c1cc(S(=O)(=O)Nc2ccc(C)cn2)c[nH]1	-7	-2	-5	-0.3	3	-1	7	2	-3	-7
Cc1ccc(CNC(=O)C2CCC(=O)N2C(C)C)cc1 (stereo unspecified)	9	-10	-1	-1.7	-3	0	-9	1	-13	-1
CCC1CCc2sc(C(=O)NCC3CCCO3)cc2C1 (stereo unspecified)	25	76	1	-1.8	-2	55*	-25	-2	-7	5
Cc1cccc(NC(=O)c2cnccn2)c1	-10	14	1	0.4	-6	2	10	2	8	1
O=C(Nc1ccc(N2CCOCC2)cc1)c1c(F)cccc1Cl	10	3	-4	0.5	9	8	-10	0	7	-9
Cc1ccccc1C(=O)NC1CCS(=O)(=O)C1 (stereo unspecified)	-27	0	0	1.6	0	-1	27	0	-16	-8
CC(OC(=O)Cn1cnc2ccccc2c1=O)C(=O)NCc1ccccc1 (stereo unspecified)	-7	-6	-3	1.5	5	0	7	-3	-8	-10
Cc1ccc(OCC(=O)N(Cc2ccc(N(C)C)cc2)C2CCS(=O)(=O)C2)cc1 (stereo unspecified)	18	10	2	1.6	-4	-8	-18	6	-10	15
O=C(COC(=O)/C=C/c1ccc(S(=O)(=O)N2CCOCC2)cc1)NCc1ccc(F)cc1	-17	1	0	-0.5	9	-1	17	-1	0	-1
CC(=O)N1CCc2cc(S(=O)(=O)CCC(=O)Nc3cccc(F)c3)ccc21	8	nt	0	-2.8	-9	nt	-8	-1	-5	-1
Cc1ccc(NC(=O)COC(=O)c2ccco2)cc1	-8	0	-4	0.1	1	9	8	-2	3	5
CC(C)(C)SC(=O)C[C@@H]1NS(=O)(=O)OC2CCCCC21 (stereo partly specified)	-34	4	3	-1.0	2	-1	34	-2	3	-2
Cn1c(=O)[nH]c(=O)c2c1nc(NCc1ccccc1)n2CCCc1ccccc1	16	nt	-5	0.4	-7	-2	-16	0	-4	-3
Cc1cc(NC(=O)CSc2nc3c(c(=O)n2C)SCC3)no1	5	-6	-2	-0.6	-2	1	-5	4	4	-4
Cc1ccc(CN2C(=O)N/C(=C/c3ccc(-c4ccc(C(=O)O)cc4)o3)C2=O)cc1	nt	-3	-7	2.1	-5	7	nt	4	-13	-1
Cc1cccc(Nc2nc(N)nc(N)c2N=O)c1	-3	19	-4	1.4	-1	0	3	0	-10	0
CN1CCN(CCCn2cnc3c(=O)oc4ccccc4c32)CC1	-39	nt	4	-1.8	-11	-1	39	-2	-8	-8
Cn1c(SCC(=O)NCCc2ccccc2)nnc1-c1ccco1	-37	3	3	-1.2	11	0	nt	0	-18	5
CCCCOc1ccc(CSC(CC(=O)O)C(=O)O)cc1 (stereo unspecified)	-20	0	2	0.7	13	-2	20	-3	-12	-8
The list continues:
SMILES	SR-BI DiI inh	MITF TRPM1 HTS	cardiac RTF act	CDK5 inh	dFosB activator	Wnt act	SR-BI uptake up	HTR5A ag ctr	PvdQ acylase	Rtt109 HAT inh
O=C(CSc1nnc2scc(-c3ccc(Cl)cc3)n12)NCc1ccc2c(c1)OCO2	29	0	3	0.9	6	-2	-29	2	-4	-1
S=C(Nc1ccc(Cl)cc1)N1CCCC1	5	14	0	-0.3	0	0	-5	1	-10	4
O=C(COc1ncnc2sccc12)Nc1cccc(S(=O)(=O)N2CCCC2)c1	4	2	4	0.7	3	1	-4	0	-8	-2
O=C(Nc1ccc(/C=C/c2nc3ccccc3o2)cc1)c1ccc(F)cc1	nt	43	-5	0.6	-2	nt	nt	0	-5	-17
NC(=S)Nc1ccc(Oc2ccc(NC(N)=S)cc2)cc1	22	-9	3	1.5	4	0	-22	0	9	17
CC(=O)CCn1c(=O)n(CCC(C)=O)c(=O)n(CCC(C)=O)c1=O	-2	-3	8	-0.8	-5	nt	2	2	-5	1
O=c1ccc(-c2ccc(S(=O)(=O)NCC3CCN(Cc4cccc(F)c4)CC3)s2)n[nH]1	-8	12	2	0.4	-18	-1	8	2	9	14
CCOC(=O)c1c(-c2ccc(OC)cc2)csc1NC(=O)CCN1CCOCC1	13	1	-5	-2.9	-4	-2	-13	-1	-8	3
Nc1ccccc1NC(=O)c1ccccc1N	0	-8	9	-1.6	-5	30	0	5	-12	-44
C=CCSc1nc(-c2ccccc2)c(C#N)c(=O)[nH]1	-3	-6	10	-0.1	6	nt	3	5	-9	5
Nc1cc2c(cc1C(=O)c1ccc(Cl)cc1)OCCO2	1	1	3	-2.1	-4	0	-1	1	-5	-7
O=C(Cc1cccc(NC(=O)C2CCCN(C(=O)c3ccccc3)C2)c1)Nc1cccc(C(=O)N2CCOCC2)c1 (stereo unspecified)	-2	4	-7	-1.8	-5	0	2	0	-14	-5
Cc1cc(C)c(-c2c(N)cc(Br)cc2Br)c(N)c1	30	-2	-1	-4.0	0	5	-30	1	-8	5
CC(=O)c1ccc(S(=O)(=O)N(Cc2cc3cc4c(cc3[nH]c2=O)OCCO4)CC2CCCO2)cc1 (stereo unspecified)	7	49	-6	-1.5	0	10	-7	2	6	-7
CCc1nn(CC(=O)NCCC(C)C)c(=O)c2cc3c(OC)cccc3n12	-5	nt	-6	1.3	0	2	5	1	0	-4
CC[C@@]1(C(=O)OC)N[C@H](CN(C)C(C)=O)[C@@H]2C(=O)N(Cc3ccccc3)C(=O)[C@@H]21	10	-4	4	0.2	0	-1	-10	-1	-12	11
COC(=O)CSc1n[nH]c(-c2cccnc2)n1	11	1	3	-0.6	2	-1	-11	3	2	-18
Cc1cc(NC(=O)c2nn(C)c(C)c2Br)no1	-17	40	-3	-0.6	-5	-1	nt	0	-3	-8
COc1ccc2oc(N)nc2c1	-6	-7	-6	-1.8	1	2	6	4	12	17
COC(CNC(=O)c1ccc(CS(=O)(=O)c2ccc(C)cc2)o1)OC	-9	nt	1	1.9	3	13	9	2	-16	-3
O=c1[nH]cnc2sc3c(c12)CCN(Cc1ccccc1)C3	16	-4	5	-2.3	-8	nt	-16	7	-4	-4
COC(=O)C1=C(CSc2nncn2C)NC(=O)NC1c1cc(C)ccc1C (stereo unspecified)	-7	-1	1	1.5	-14	nt	7	-3	-12	-14
Cc1cc(C)n(-c2ccc(Cl)c(Cl)c2)n1	-31	9	-1	0.0	-2	nt	31	0	2	-4
CCN1C(=O)[C@H]2[C@@H](c3ccc(-c4ccc(Cl)c(Cl)c4)cc3)N[C@@](Cc3ccccc3)(C(=O)OC)[C@H]2C1=O	-32	-18	1	1.1	6	-4	32	-3	7	-6
CN(C)c1ccc(CN(C(=O)c2cc3ccccc3oc2=O)C2CCS(=O)(=O)C2)cc1 (stereo unspecified)	nt	61	-1	0.0	-8	28	nt	5	-12	3

Some of these compounds in order of formula weight, rising:
SMILES	SR-BI DiI inh	MITF TRPM1 HTS	cardiac RTF act	CDK5 inh	dFosB activator	Wnt act	SR-BI uptake up	HTR5A ag ctr	PvdQ acylase	Rtt109 HAT inh
COc1ccc2oc(N)nc2c1	-6	-7	-6	-1.8	1	2	6	4	12	17
S=C(Nc1ccc(Cl)cc1)N1CCCC1	5	14	0	-0.3	0	0	-5	1	-10	4
COC(=O)CSc1n[nH]c(-c2cccnc2)n1	11	1	3	-0.6	2	-1	-11	3	2	-18
C=CCSc1nc(-c2ccccc2)c(C#N)c(=O)[nH]1	-3	-6	10	-0.1	6	nt	3	5	-9	5
O=c1[nH]cnc2sc3c(c12)CCN(Cc1ccccc1)C3	16	-4	5	-2.3	-8	nt	-16	7	-4	-4
Cc1cc(NC(=O)c2nn(C)c(C)c2Br)no1	-17	40	-3	-0.6	-5	-1	nt	0	-3	-8
CCc1nn(CC(=O)NCCC(C)C)c(=O)c2cc3c(OC)cccc3n12	-5	nt	-6	1.3	0	2	5	1	0	-4
COC(=O)C1=C(CSc2nncn2C)NC(=O)NC1c1cc(C)ccc1C (stereo unspecified)	-7	-1	1	1.5	-14	nt	7	-3	-12	-14
O=C(COc1ncnc2sccc12)Nc1cccc(S(=O)(=O)N2CCCC2)c1	4	2	4	0.7	3	1	-4	0	-8	-2
O=c1ccc(-c2ccc(S(=O)(=O)NCC3CCN(Cc4cccc(F)c4)CC3)s2)n[nH]1	-8	12	2	0.4	-18	-1	8	2	9	14
CCN1C(=O)[C@H]2[C@@H](c3ccc(-c4ccc(Cl)c(Cl)c4)cc3)N[C@@](Cc3ccccc3)(C(=O)OC)[C@H]2C1=O	-32	-18	1	1.1	6	-4	32	-3	7	-6
O=C(Cc1cccc(NC(=O)C2CCCN(C(=O)c3ccccc3)C2)c1)Nc1cccc(C(=O)N2CCOCC2)c1 (stereo unspecified)	-2	4	-7	-1.8	-5	0	2	0	-14	-5

More structures.
SMILES	SR-BI DiI inh	MITF TRPM1 HTS	cardiac RTF act	CDK5 inh	dFosB activator	Wnt act	SR-BI uptake up	HTR5A ag ctr	PvdQ acylase	Rtt109 HAT inh
Cc1ccc(NC(=O)CC2(CC(=O)O)CCCC2)cc1	13	-7	-4	-0.3	4	-1	-13	3	0	-3
Cc1nn(Cc2ccc([N+](=O)[O-])cc2)c(=O)n1-c1cccc(Cl)c1	10	-10	-2	1.4	0	-1	-10	2	13	4
Cn1c(NC(=O)C[n+]2cc(-c3ccc(Cl)c(Cl)c3)n3c2CCC3)cc(=O)n(C)c1=O	6	-8	7	2.0	-1	nt	-6	0	-13	-7
Clc1c(-c2nnc3n2CCCCC3)sc2ccccc12	-3	5	0	0.1	-1	nt	3	-2	-14	6
CC(=O)c1ccc(S(=O)(=O)N2CCNCC2)cc1	-53	-3	2	1.2	-9	2	53	1	-2	-6
CS(=O)(=O)N1CCc2cc(C(=O)Nc3ccccc3Br)ccc21	6	85*	-1	-1.0	-6	15	-6	-1	4	10
OC(CNCCNc1ncccc1C(F)(F)F)COc1ccc(F)cc1 (stereo unspecified)	-48	3	-2	1.7	1	0	48	4	-6	1
CC(C)C[C@H](N)c1nnc(S(=O)(=O)Cc2cccc(F)c2)o1	-15	-10	1	0.3	8	-1	15	2	-13	-4

3 compounds from above, sorted by their value in SR-BI uptake up, low to high.
SMILES | SR-BI uptake up
Cn1c(NC(=O)C[n+]2cc(-c3ccc(Cl)c(Cl)c3)n3c2CCC3)cc(=O)n(C)c1=O | -6
Clc1c(-c2nnc3n2CCCCC3)sc2ccccc12 | 3
CC(=O)c1ccc(S(=O)(=O)N2CCNCC2)cc1 | 53
